# ELG1 genotoxic = genotoxicity induction in ELG1-luciferase HEK293T cells; HEK293T ELG1-luciferase reporter, luminescence, 16 h; Potency, µM (doses to about 46 µM), for the others: top-dose activity change, positive = activation, actives largely listed as activators; hit rate 1.3% among 330,000; note: potency is the fitted concentration of half-maximal effect; % of control where 0% means no effect; nearly all actives have a fitted effect of over 60% in size
#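 After overnight (16 hr) compound treatment at 37 °C, ELG1-luciferase HEK293T cells were lysed with ONE-Glo; luminescence quantified 30 min later at room temperature.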
# Giardia killer = kills Giardia lamblia. Giardia lamblia trophozoite viability. activity change, % at 7.66 µM, hits read low. hit rate 0.15% among 340,000. AID 540267; in the data active = activity change below about -80%; inconclusive = between about -30% and that limit;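 note: parasites exposed to compound for two days anaerobically before the ATP read; % is set by controls: 0 for no effect and ±100 for the full control effect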
#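 Compounds were tested on trophozoites seeded at 100 cells/well and held 48 hrs at 37 deg C anaerobically. An ATP-based luminescent kit measured the remaining live cells.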
# RORg inh = inhibitors of mouse ROR gamma transcriptional activity; P51450; Drosophila S2 Gal4-RORgamma UAS-luciferase reporter, 20 h; Potency, µM (highest dose often 53.6 µM), inactives show at the top dose activity change, negative = inhibition, usual class: inhibitors; hit rate 5.4% among 310,000; AID 2551; note: potency is the fitted concentration of half-maximal effect; % is set by controls: 0 for no effect and ±100 for the full control effect; nearly all actives have a fitted effect of over 60% in size
#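 ROR gamma transcriptional activity was tracked as Gal4-UAS luciferase output in stably transfected Drosophila Schneider cells, with compound added 1 hr before 700 uM copper sulfate induction and a 20 hr ambient-temperature incubation.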
# NPC1 promoter act = activates the NPC1 promoter; Huh7 NPC1 promoter luciferase reporter, 24 h; Potency, µM (highest dose often 9.22 µM), inactives show at the top dose activation, actives largely listed as activators; hit rate 2.4% among 320,000; AID 485313;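 note: potency is the fitted concentration of half-maximal effect; % of control where 0% means no effect; nearly all actives have a fitted effect of over 60% in size; reporter is driven by a mutant NPC1 promoter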
#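 Stably transfected Huh7 (NPC1 promoter→luciferase), 1500 cells/well in Opti-MEM + 10% FBS, 2 h settle, then compound 24 h at 37 °C. Luminescence after 10 min with Amplite reagent.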
# uPA generation = inhibitors of cell surface uPA generation. hit rate 0.31% among 330,000. AID 540303. Potency, µM (highest dose often 38.3 µM), inactives show at the top dose activity change, negative = inhibition, usual class: inhibitors. cell surface uPA generation assay, qHTS; active = well fitted inhibition curve with a large enough effect; inconclusive = small, poorly fitted or top-dose-only effect; inactive = no such curve, though single readings can be large or run the other way; tested in mouse RAW 264.7 cells; note: potency is the fitted concentration of half-maximal effect; % is set by controls: 0 for no effect and ±100 for the full control effect; nearly all actives have a fitted effect of over 55% in size
# Tb PFK block = inhibitors of T. brucei phosphofructokinase | O15648 | T. brucei PFK, ADP-Glo luminescence | Potency, µM (highest dose often 57.5 µM), for inactives: at the highest dose activity, negative = inhibition, actives largely listed as inhibitors | hit rate 0.17% among 330,000 | AID 485367;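 note: potency is the fitted concentration of half-maximal effect; 0% = uninhibited 1x PFK enzyme wells and -100% = no-enzyme wells; nearly all actives have a fitted effect of over 60% in size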
# Target sequence (O15648 whole entry, looked up): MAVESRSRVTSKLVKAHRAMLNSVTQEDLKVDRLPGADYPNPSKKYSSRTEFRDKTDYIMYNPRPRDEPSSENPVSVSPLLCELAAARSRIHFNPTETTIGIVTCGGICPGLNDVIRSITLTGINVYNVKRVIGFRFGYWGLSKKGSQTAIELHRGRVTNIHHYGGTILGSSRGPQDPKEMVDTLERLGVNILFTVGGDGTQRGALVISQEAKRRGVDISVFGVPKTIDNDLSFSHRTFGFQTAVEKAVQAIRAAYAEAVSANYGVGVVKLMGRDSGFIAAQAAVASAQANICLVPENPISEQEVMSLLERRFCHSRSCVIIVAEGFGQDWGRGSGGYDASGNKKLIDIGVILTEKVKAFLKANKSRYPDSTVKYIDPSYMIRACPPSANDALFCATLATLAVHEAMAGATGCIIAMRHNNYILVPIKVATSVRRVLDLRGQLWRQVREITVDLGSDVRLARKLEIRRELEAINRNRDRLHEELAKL
#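 Activity is normalized to no-enzyme wells (full inhibition) and 1.25 nM enzyme wells (no inhibition). Reaction: 0.5 mM F6P, 0.1 mM ATP, 45 min RT, ADP-Glo luminescence; concentration-response curves fitted and classed by quality.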
# FLuc counter = inhibits or activates purified firefly luciferase, miR-21 counter-screen | hit rate 6.9% among 360,000 | Potency, µM (titrated, usually from 57.5 µM), for the others: at the top dose activity change, negative = inhibition, actives largely listed as inhibitors | purified FLuc, Km substrates, luminescence inhibition | P08659;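 note: potency is the fitted concentration of half-maximal effect; plate controls were vehicle for no effect and reference inhibitor for full effect; nearly all actives have a fitted effect of over 55% in size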
# Target sequence (P08659 whole entry, looked up): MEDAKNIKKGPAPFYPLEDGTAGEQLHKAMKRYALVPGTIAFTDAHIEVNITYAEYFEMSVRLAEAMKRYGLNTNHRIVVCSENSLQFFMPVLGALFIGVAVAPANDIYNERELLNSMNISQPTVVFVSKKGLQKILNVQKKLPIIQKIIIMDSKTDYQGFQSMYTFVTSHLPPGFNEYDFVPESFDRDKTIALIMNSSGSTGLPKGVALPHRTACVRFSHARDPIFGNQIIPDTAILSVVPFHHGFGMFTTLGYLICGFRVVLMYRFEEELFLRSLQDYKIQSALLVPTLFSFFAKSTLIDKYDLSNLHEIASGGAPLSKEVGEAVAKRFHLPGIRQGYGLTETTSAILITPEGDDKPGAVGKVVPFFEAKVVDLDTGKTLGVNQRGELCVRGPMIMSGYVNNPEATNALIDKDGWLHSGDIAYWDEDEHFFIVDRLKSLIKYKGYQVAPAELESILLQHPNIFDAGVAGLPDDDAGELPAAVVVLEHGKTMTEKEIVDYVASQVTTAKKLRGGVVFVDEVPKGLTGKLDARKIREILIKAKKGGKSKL
#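 Purified P. pyralis luciferase, 10 nM final, with Km-level 10 uM D-luciferin and 10 uM ATP in 50 mM Tris acetate pH 7.5, 10 mM Mg acetate, 0.01% Tween-20, 0.05% BSA; 6-point qHTS titration about 60 µM downward; luminescence read.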
# Rab9 prom act = activates the Rab9 promoter; hit rate 2.8% among 320,000; Huh7 Rab9 promoter-luciferase reporter, luminescence, 24 h; Potency, µM (highest dose often 9.22 µM), for inactives: at the top dose activation, negative = inhibition, actives largely listed as activators; note: potency is the fitted concentration of half-maximal effect; % of control where 0% means no effect; nearly all actives have a fitted effect of over 60% in size
#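 Luminescence read-out: Huh7 cells stably expressing Rab9-luciferase, treated 24 h with compound at 37 °C, then lysed with luciferase reagent for 10 min at ambient before reading.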
# Gal4-VP16 FLuc = Gal4-VP16 reporter inhibition counter-screen; Drosophila S2 Gal4-VP16 UAS-luciferase, luminescence, 20 h; Potency, µM (series often up to 53.6 µM), for inactives: top-dose activity, negative = inhibition, actives largely listed as inhibitors; hit rate 3.5% among 310,000;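 note: Gal4-VP16 expression switched on by copper sulfate through the metallothionein promoter; potency is the fitted concentration of half-maximal effect; % is set by controls: 0 for no effect and ±100 for the full control effect; nearly all actives have a fitted effect of over 50% in size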
# FBPA coupling cs = inhibits coupling enzyme system, counter-screen for aldolase hits. coupling enzyme system counterscreen, AmpLite Red fluorescence. activity change, negative = inhibition, % at 58.2 µM, hits read low. hit rate 0.67% among 290,000; in the data active = activity change below about -30%; note: % is set by controls: 0 for no effect and ±100 for the full control effect
#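 Counterscreen of the coupled detection system alone, without aldolase: glyceraldehyde-3-phosphate coupling enzymes plus AmpLite Red readout. Compounds at 57.5 uM final, 10 min RT preincubation, 20 min RT reaction, fluorescence 525/598 nm.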
# KCNH2 3.1 block = blocks the human KCNH2 3.1 channel isoform | U2OS KCNH2 3.1, thallium flux FluxOr; active compounds read low | activity change, % (tested at about 1.8 µM) | hit rate 0.95% among 340,000 | AID 720553;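 active = maximum activity change below -70%; inconclusive = maximum activity change from -70% to -50%; inactive = maximum activity change above -50%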;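 note: thallium influx rate constant from kinetic fluorescence after stimulation buffer; % is set by controls: 0 for no effect and ±100 for the full control effect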
#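 Steps: virus added to U2OS suspension (4 h, RT, dark); medium with 10% FBS added, cells plated, 37 C overnight; FluxOr/Red40 loading buffer 45 min RT; stimulation buffer, 2 min kinetic read; rate constant normalized.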
# An asterisk follows results filed as active; ? = inconclusive; · = not tested or not shown; [ ] = remark or other dose. Unless noted, calls come from the whole dose curve; as a rule, active = well fitted curve in the direction sought with a large enough effect; inconclusive = small, poorly fitted or top-dose-only effect, or another doubt; inactive = no such curve, though single readings can be large; an effect the other way counts as inactive or inconclusive.
SMILES,ELG1 genotoxic,Giardia killer,RORg inh,NPC1 promoter act,uPA generation,Tb PFK block,FLuc counter,Rab9 prom act,Gal4-VP16 FLuc,FBPA coupling cs,KCNH2 3.1 block
CC(C)CN(C(=O)c1ccco1)c1nc2ccccc2s1,-4%,2,-3%,4%,2%,-5%,?,-14%,3%,-11,-8
COc1cccc(C2/C(=C(/O)c3ccccc3)C(=O)C(=O)N2Cc2ccco2)c1 (stereo not given),-2%,-7,-1%,-2%,5%,-1%,1%,-1%,-6%,1,-2
CCn1c(Cc2ccc(OC)cc2)nnc1SCC(=O)Nc1ccc(N2CCOCC2)cc1,-1%,-6,27%,6%,-11%,2%,24µM*,5%,-1%,-3,-1
Cc1cc(-c2ccc(C)c(S(=O)(=O)NCCCN3CCN(c4ccccc4F)CC3)c2)on1,-10%,-12,11%,-6%,?,1%,1%,-20%,-24%,·,-13
Cc1cc(S(=O)(=O)N2CCCC2)c(C)s1,1%,-19,1%,-4%,0%,1%,-2%,11%,-4%,-2,4
O=S(=O)(c1cccc2c(I)cccc12)N1CCCNCC1,·,·,?,-11%[46.1 µM],·,·,·,-32%[inhibitor][46.1 µM],-25%,-5,·
O=C1CCC([N+](=O)[O-])C(c2cccc([N+](=O)[O-])c2)N1 (stereo not given),-16%,6,0%,3%,2%,-2%,-1%,3%,2%,3,-9
CC(C)(O)CC[C@@H](O)[C@](C)(O)C1CC[C@@]2(O)C3=CC(=O)[C@]4(O)C[C@@H](O)[C@@H](O)C[C@]4(C)C3CC[C@]12C (stereo not given in full),-1%,8,·,-2%,8%,2%,0%,13%,·,·,20
NNC(=O)CNC(c1ccccc1)c1cc(Br)ccc1NC(=O)c1cccc(Cl)c1 (stereo not given),-5%,-10,9%,-2%,-2%,-5%,-1%,-6%,3%,-1,-14
CCC1(C)Cc2c(sc3nn[nH]c(=O)c23)CO1 (stereo not given),0%,6,-11%,-3%,·,1%,-1%,-4%,12%,0,1
COC(=O)C1=C(C)N(c2ccc(F)c(Cl)c2)C(=O)C1,-1%,-9,?,0%,-5%,-19%,0%,-4%,-1%,0,3
O=C(CN(C(=O)CSc1nc2ccccc2o1)c1ccccc1)NC1CCCCC1,-3%,8,14%,1%,11%,0%,0%,4%,-3%,2,-8
CCc1ccccc1NC(=O)C1C2C=CC(O2)C1C(=O)O (stereo not given),-3%,-3,-10%,0%,0%,11%,4%,0%,-3%,2,-4
S=c1[nH]c2cc(Br)cnc2[nH]1,1%,-8,-35%,0%,-7%,3%,-5%,-10%,0%,-12,-9
O=C(CCC1CCCCC1=O)c1ccccc1 (stereo not given),2%,7,-4%,10%,4%,6%,?,11%,1%,-1,10
COC(=O)c1ccc(CSc2ccccc2C)o1,-3%,5,24%,-1%,·,-2%,-9%,?,-2%,8,-5
CSCCC(NC(=O)c1ccco1)C(=O)O (stereo not given),-1%,-13,-5%,-5%,-4%,8%,3%,-8%[1.84 µM],0%,1,-8
O=C1N(Cc2cccc(Cl)c2)C[C@@H]2C[C@@H](c3ccccn3)N3CCC[C@@]123,0%,11,-1%,-3%,6%,1%,5%,-6%,22%,2,-1
Cc1cc(C)cc(N(CCC#N)C(=O)CSc2n[nH]c(N)n2)c1,-9%,4,·,2%,0%,-5%,4%,5%,·,·,8
CN1CCN(C(N)=NC(=O)c2ccccc2)CC1,2%,-18,-9%,1%,2%,0%,-2%,-1%,5%,2,5
COC(=O)C1CCN(C(=O)COC(=O)C2CCN(S(=O)(=O)c3ccc(C)c(C)c3)CC2)CC1,3%,2,·,0%,0%,-6%,-1%,-3%,·,·,-4
O=C(O)CCN1C(=O)C2C3c4ccccc4C(c4ccccc43)C2C1=O (stereo not given),1%,?,9%,1%,5%,2%,0%,-1%,9%,7,1
O=C(Nc1ccc(C(=O)O)cc1)/C(=C/c1cccc(Br)c1)NC(=O)c1ccco1,2%,6,0%,1%,4%,26%,2%,-1%,4%,0,·
CCCCc1nc2n[nH]c(N)c2c2c1CCC2,-1%,0,-6%,19%,-7%,-3%,0%,3%,18%,-1,-16
Cc1ccc(/C(N)=N/OC(=O)c2ccc3ccccc3c2)cc1,?,6,-38%,?,4%,-2%,6.7µM*,?,-22%,·,1
CC(C)Oc1ccc(S(=O)(=O)N2CCCCC2)cc1NC(=O)CN1C(=O)NC2(CCCC2)C1=O,3%,8,·,-3%,4%,0%,0%,-6%,·,·,-10
CCOC(=O)N1CCN(CC(O)COc2c(C)cccc2C)CC1 (stereo not given),2%,-11,6%,-1%,-3%,-4%,-2%,-5%,7%,-5,-12
COC(=O)C1=C(C)N=C2SC(C)C(=O)N2C1c1ccc(C(=O)OC)cc1 (stereo not given),-1%,4,-4%,-2%,4%,1%,-1%,-4%,1%,-1,-3
C[C@@H]1C(=O)O[C@H]2CC34[C@H]5C[C@@H](C(C)(C)C)[C@]36[C@@H](OC(=O)[C@@H]6O)O[C@@]4(C(=O)O5)[C@]21O (stereo not given in full),-4%,-11,·,1%,0%,-3%,1%,2%,·,·,13
CN(C)/N=C/c1ccc(N2CCOCC2)cc1,4%,1,3%,?,-6%,0%,17µM*,2.5µM*,2%,-11,7
CC(=O)NS(=O)(=O)c1ccc2sc(C)nc2c1,-2%,5,-7%,1%,-15%,10%,-1%,2%,0%,0,1
CCOc1cc2[nH]c(=S)n(CCCN3CCCC3=O)c(=O)c2cc1OCC,0%,-3,-1%,-1%,·,1%,0%,-15%,1%,-1,10
Cc1onc(-c2ccccc2)c1C(=O)Nc1cc(C(F)(F)F)ccc1N1CCOCC1,15%,-3,-10%,-19%,-13%,-4%,0%,-10%,2%,-1,1
CCOC(=O)c1c(NC(=O)COC(=O)Cc2ccccc2[N+](=O)[O-])sc(C(=O)N(C)C)c1C,1%,-11,·,-2%,1%,-8%,-4%,-4%,·,·,3
CC(C)CN(C)C(=O)CC1C(=O)NCCN1C (stereo not given),1%,48[activator],0%,-3%,-2%,-6%,-1%,10%,-2%,1,5
CN(C)CCN1C(=O)C(=O)/C(=C(/O)c2ccc(OCc3ccccc3)cc2)C1c1ccncc1 (stereo not given),2%,0,27%,-2%,9%,-7%,1%,2%,-1%,-2,-1
CC1(C)Cc2c(cnn2-c2cccc(F)c2)C(NC(=O)CSc2ccncc2)C1 (stereo not given),-9%,1,-28%,-4%,1%,1%,-1%,10%,4%,·,·
Cc1cc(C(=O)NCCc2ccc(Cl)cc2)c2ccccc2n1,-3%,-22,14%,-6%,24%,0%,3%,-1%,1%,5,3
CC(C)C(=O)Nc1ccc(O)c(-c2csc(N)n2)c1,-7%,5,13%,-8%,1%,0%,2%,-9%,1%,-7,-4
COc1ccc(NC(=O)c2cc(-c3ccco3)on2)c(OC)c1,18%,-13,-14%,20%,2%,3%,5%,19%,-2%,0,16
O=C(NCCc1ccccc1)c1c[nH]c2c(F)cccc2c1=O,10%,10,?,28%,-3%,2%,?,?,24%,-1,5
O=C(O)CSCC(=O)N1CCN(Cc2ccc3c(c2)OCO3)CC1,0%,8,-2%,1%,5%,3%,-3%,-3%,3%,4,2
Cc1csc(=O)n1CC(=O)Nc1ccc(Cl)cc1F,0%,3,·,-1%,-16%,6%,4%,-3%,·,·,-9
COc1ccc2c3n(nc2c1)CCN=C3c1ccc(Cl)cc1,1%,-20,·,-1%,9%,-7%,1%,-1%,·,·,-2
COc1ccc(Br)cc1CN(C)C(=O)c1cnc(C)cn1,1%,-2,-7%,-7%,0%,3%,-1%,-4%[1.84 µM],0%,-2,10
Cc1nn(C)c(C)c1NC(=O)c1ccccc1NC(=O)Nc1ccccc1,-1%,-24,-29%,-2%,-1%,-1%,17µM*,1%,-3%,2,17
CCSc1nnc(NC(=O)CSc2nccn2-c2cc(C)cc(C)c2)s1,-5%,-5,14µM*,0%,-1%,2%,-1%,15%,?,0,-27
Cc1ccc(NC(=O)CS(=O)CC(=O)NCC2CCCO2)cc1 (stereo not given),-2%,-5,1%,0%,1%,0%,-1%,-6%,-4%[0.365 µM],1,2
c1ccc(CSc2nnc(-c3ccncc3)o2)cc1,0%,-7,-1%,?,·,3%,?,?,?,-3,13
CCOc1ccccc1NC(=O)CS(=O)(=O)c1cn(CC(=O)N2CCOCC2)c2ccccc12,2%,-13,-26%,2%,4%,0%,1%,-2%,9%,·,·
NC(=O)C1CCN(C(=O)COc2ccc(S(=O)(=O)NC3CCCC3)cc2)CC1,-2%,14,-4%,1%,1%,-1%,1%,8%,8%,1,5

# Screens (PubChem)
